# DAX1 inh-1 = inhibitors of DAX1 repression of SF-1 activated StAR promoter; HEK293T StAR-luciferase reporter, SF-1/DAX-1 repression relief; inhibition, % at 6.8 µM; actives 1.1% (n = 370,000); AID 652010;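 active = inhibition above the mean over all tested compounds plus 3 SD, cut at about 3.6% in these data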;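 note: 0% = DAX-1 cells with DMSO and 100% = cells lacking DAX-1 with DMSO; higher inhibition means more luminescence from relief of DAX-1 repression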
# SMARCA2 activ = activators of SMARCA2 function | MG213 cells, MMTV-luciferase reporter, dexamethasone, overnight | actives 1% (n = 370,000) | activation, % at 9.1 µM; in the data active = activation above about 7.8%;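 note: 0% = vehicle wells and 100% = reference activator wells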
# KLK7 zymogen act = activates the human kallikrein-7 zymogen. P49862. purified proKLK7, EDANS-DABCYL substrate fluorescence; 100% is mature enzyme control, 0% vehicle. activation, % at 7 µM. actives 0.9% (n = 370,000). AID 652039;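 active = activation above the mean of all tested compounds plus 3 SD, computed per campaign excluding outliers beyond control limits, cut at about 13% in these data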
# Target sequence (P49862 whole entry, looked up): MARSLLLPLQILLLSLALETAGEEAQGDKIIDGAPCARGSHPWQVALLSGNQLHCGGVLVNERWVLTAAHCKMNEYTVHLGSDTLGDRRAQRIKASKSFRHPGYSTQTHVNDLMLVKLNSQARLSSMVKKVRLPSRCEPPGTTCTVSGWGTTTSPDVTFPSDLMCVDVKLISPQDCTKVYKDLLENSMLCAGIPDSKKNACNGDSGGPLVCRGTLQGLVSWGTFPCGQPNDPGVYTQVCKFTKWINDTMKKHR
# HGIII-sPLA2 inh = Inhibits HGIII-sPLA2 liposome hydrolysis, primary screen; actives 0.56% (n = 370,000); QFRET BODIPY PC-A2 liposome hydrolysis, fluorescence; inhibition, % at 12.2 µM; Q9NZ20;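 active = inhibition above mean plus 3 SD of compounds lying within the high and low control bounds, cut at about 19% in these data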;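 note: 0% = median of test compound wells and 100% = no enzyme DMSO wells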
# Target sequence (Q9NZ20 whole entry, looked up): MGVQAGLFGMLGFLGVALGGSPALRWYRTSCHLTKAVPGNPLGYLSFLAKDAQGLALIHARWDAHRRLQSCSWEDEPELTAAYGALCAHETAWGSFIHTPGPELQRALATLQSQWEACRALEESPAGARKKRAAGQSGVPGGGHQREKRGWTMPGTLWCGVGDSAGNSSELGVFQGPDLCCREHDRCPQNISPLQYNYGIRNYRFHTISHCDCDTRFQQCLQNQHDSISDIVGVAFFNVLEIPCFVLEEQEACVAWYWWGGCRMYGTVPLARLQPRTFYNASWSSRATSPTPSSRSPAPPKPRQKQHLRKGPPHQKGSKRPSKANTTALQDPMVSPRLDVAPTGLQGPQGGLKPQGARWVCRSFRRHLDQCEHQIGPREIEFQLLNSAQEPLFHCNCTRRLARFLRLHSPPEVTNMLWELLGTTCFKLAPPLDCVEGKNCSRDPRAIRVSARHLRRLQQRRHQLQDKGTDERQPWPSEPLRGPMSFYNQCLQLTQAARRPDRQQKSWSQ
# NPR2 activator = GC-B (human) receptor activation | activation, % at 10 µM | HEK293-GC-B cells, CNP EC30, cGMP TR-FRET; 0% at EC30 CNP, 100% saturating CNP | P20594 | actives 0.11% (n = 370,000);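 active = activation at 10 µM reaching about 35% in either raw or pattern-adjusted values, limit read from the data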
# hcDAF12 agonist = activators of H. contortus DAF-12 nuclear receptor; activation, % at 6.8 µM; AID 652067; actives 1.4% (n = 370,000); HEK293 hcDAF-12 lit1-tk-luc reporter, luminescence; 0% DMSO, 100% Δ7-dafachronic acid;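 active = activation above the mean of all tested compounds plus 3 SD, cut at about 5.5% in these data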;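 note: 100% = response to 3 µM Δ7-dafachronic acid high control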
# GC-A act = GC-A (human) enzyme activation. P16066. HEK293 GC-A cells, cGMP TR-FRET, EC30 ANP; 0% at EC30 ANP, 100% saturating ANP. activation, % at 10 µM. actives 0.14% (n = 370,000); in the data active = activation above about 40%
# DAX1 inh-2 = inhibits human nuclear receptor DAX1; HEK293 Gal4-DAX1 luciferase reporter, luminescence; inhibition, % at 6.75 µM; actives 0.99% (n = 340,000); AID 504766;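 active = inhibition above the mean over all tested compounds plus 3 SD, cut at about 4.2% in these data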;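 note: 0% = DAX1-transfected cells with DMSO and 100% = empty-vector control cells with DMSO; inhibition shows as a rise in luminescence from relieved DAX1 repression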
# Target sequence (P51843 207-470 limits assumed): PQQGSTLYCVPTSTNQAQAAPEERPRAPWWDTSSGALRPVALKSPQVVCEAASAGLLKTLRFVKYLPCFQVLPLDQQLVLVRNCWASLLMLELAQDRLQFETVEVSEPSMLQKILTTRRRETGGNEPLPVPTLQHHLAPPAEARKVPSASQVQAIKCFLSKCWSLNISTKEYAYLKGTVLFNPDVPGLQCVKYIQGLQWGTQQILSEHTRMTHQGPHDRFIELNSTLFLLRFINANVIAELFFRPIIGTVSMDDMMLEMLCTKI
# GAA850 FXN act = frataxin GAA850 promoter activation | actives 0.56% (n = 360,000) | HEK293 lucGAA850 FXN promoter luciferase reporter, 24 h; percent of 10 µM SAHA response | activation, % at 6 µM | AID 540364;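 active = activation above the average of all compounds screened plus 3 SD, cutoff fixed separately per campaign, cut at about 7.5% in these data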;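 note: 0% = DMSO wells and 100% = 10 µM SAHA wells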
# ssDAF-12 act = activates DAF-12 receptor from parasite S. stercoralis; actives 1% (n = 370,000); activation, % at 6.8 µM; HEK293 ssDAF-12/GRIP1 lit1-tk-luc reporter, luminescence; % of 3 µM dafachronic acid response; AID 652126;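 active = activation above the mean over all tested compounds plus 3 SD, cut at about 0.9% in these data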;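 note: 0% = DMSO-only wells and 100% = 3 µM delta7-dafachronic acid wells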
# hgDAF-12 ag = activates the H. glycines DAF-12 receptor ligand-binding domain; HEK293 GAL4-hgDAF12 UAS-luciferase reporter, agonist luminescence; normalized to butyrate control; activation, % at 6.8 µM; actives 1.8% (n = 370,000);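 active = activation above a cutoff set at the mean of all screened compounds plus 3 SD, cut at about 10% in these data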;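 note: 0% = DMSO wells and 100% = sodium butyrate wells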
# * hit, by the source's call; · = no result given.
SMILES	DAX1 inh-1	KLK7 zymogen act	DAX1 inh-2	SMARCA2 activ	NPR2 activator	GC-A act	hgDAF-12 ag	hcDAF12 agonist	HGIII-sPLA2 inh	GAA850 FXN act	ssDAF-12 act
COc1cccc(NC(=O)c2cc([N+](=O)[O-])ccc2NC(=O)CNCC2CCCO2)c1 (stereo not given)	-1.0	0.1	-0.1	6	1	-2	4.6	3.6	2	-1.2	-1.3
COCCn1nnnc1C(CC(C)C)N1CCN(c2cccc(OC)c2)CC1 (stereo not given)	0.5	0.6	-1.3	-1	1	-3	-0.8	-0.2	2	2.2	-1.1
Nn1cc(-c2ccccc2)nc1SCC(=O)Nc1ccc2c(c1)OCO2	-0.5	-0.9	0.0	-2	1	3	-1.8	-1.5	-3	1.8	-2.1
CC(C)(C)c1ccc(-c2nnc(SCC(=O)Nc3ccc4cn[nH]c4c3)n2-c2ccc(Cl)cc2)cc1	-0.5	-0.5	·	3	-2	-4	0.3	-0.7	7	·	-0.9
Cc1cc(C(=O)NCC(=O)O)c(C)o1	-0.7	-0.1	0.3	0	0	2	0.8	-0.5	1	-0.5	-1.8
Cc1cc(C)c(S(=O)(=O)N2CCCc3ccccc32)c(C)c1	-0.5	0.2	1.5	-1	-4	-8	-1.1	1.3	-1	0.2	-0.4
CC(C)CCNC(=O)C(=O)Nc1cc2c3c(c1)CC(=O)N3CCC2	0.1	0.1	1.3	0	-1	3	-1.2	1.5	-15	4.8	-1.1
Cn1ncc2c(NCc3ccccc3)ncnc21	0.0	-0.8	-0.5	-4	6	1	-1.1	0.2	8	1.2	-0.9
CCC(=O)Nc1ccc2c(c1)N(C(C)=O)c1ccccc1CC2	0.1	0.1	1.9	1	0	3	1.1	0.7	2	0.4	-0.6
COc1cccc(CN(C)C(=O)c2cc(S(=O)(=O)NCc3ccccc3)ccc2C)c1OC	-2.7	0.6	0.2	-1	3	1	0.2	-0.3	-5	1.0	-0.7
O=C1Cc2ccccc2C(c2ccc(Br)cc2)N1 (stereo not given)	0.1	0.0	-1.0	0	-14	-19	-1.2	-2.4	-4	0.1	-1.4
CC(C)c1ccc(NC(=O)C(c2ccccc2)N(C)C(=O)CCc2c[nH]c3ccccc23)cc1 (stereo not given)	0.4	0.0	-0.4	1	3	1	0.0	2.5	-36	3.8	-0.3
CCCCC(=O)Nc1ccc2oc(-c3ccncc3)nc2c1	0.8	5.2	-2.4	0	-3	1	-0.9	-1.4	0	1.9	-0.9
CCc1ccc(C2NC(=S)NC3=C2C(=O)CC(C)(C)C3)cc1 (stereo not given)	-0.1	-1.1	-0.5	-3	6	14	-1.5	-1.0	13	-0.5	-1.4
CC(=O)Nc1ccc(OCC(=O)N2CCc3ccccc3C2)cc1	-0.2	0.5	-0.9	-4	2	-2	-1.1	-0.5	2	-0.9	0.0
COc1cc(/C=N/NC(=O)CCc2n[nH]c(=O)[nH]c2=O)ccc1O	1.0	-1.5	0.3	-4	4	0	-3.8	-1.7	3	1.3	-1.2
COc1ccc2c(c1)[nH]c1c(=O)n(CCN(C)C)cnc12	0.0	-0.1	-0.5	1	0	-1	1.8	1.0	4	1.6	-0.7
CCOC(=O)[C@@H]1CSCCS(=O)(=O)N1	1.5	-0.1	-0.4	-4	7	-2	-0.7	0.0	16	1.7	-1.1
CC(C)(C)n1cnnc1Sc1ncccc1[N+](=O)[O-]	-0.1	-0.1	0.6	0	-3	-1	-1.9	0.4	1	1.7	-1.3
COc1ccc(C2=C(Nc3ccc(F)cc3)c3ccccc3C2=O)cc1	0.5	-0.6	1.5	1	2	3	0.0	-1.3	11	-4.0	-1.1
CC(C)[C@@H](NC(=O)C1CCC(CNC(=O)[C@H](Cc2ccccc2)NC(=O)OC(C)(C)C)CC1)C(=O)O (stereo not given in full)	-0.3	0.4	0.7	1	2	5	-0.4	0.5	4	1.2	-1.2
COCCCNC(=O)C[C@H]1C[C@@]2(C(=O)OC)C(=C[C@H](C(C)(C)C)O[C@@H]2C)N(CCc2ccc(OC)c(OC)c2)C1=O	0.0	-0.3	·	-3	5	1	1.6	-0.2	3	·	-1.2
COCCn1c(-c2ccc(-c3ccccc3Cl)o2)nc2c1c(=O)[nH]c(=O)n2CC(C)C	-0.4	-2.0	0.9	-2	36*	32	-0.2	-1.0	5	1.8	-1.2
O=C(Nc1ccc(Br)cc1)C1CCN(C(=O)c2ccc(F)cc2)CC1	-0.7	0.0	1.3	-1	-8	-5	-1.1	-2.7	-1	2.1	-1.0
CS(=O)(=O)N(CC(=O)NCc1ccc2c(c1)OCO2)C1CCCCC1	-0.1	-1.1	-0.9	-2	4	1	-2.5	-0.8	4	3.2	-0.9
Cc1cc(C)nc(SCc2ccc(C(=O)NN=C3CCCC3)cc2)n1	0.2	-5.3	2.9	-3	1	-1	0.0	-1.7	-2	1.0	-0.8
O=S(=O)(NC1CC1)c1ccc(S(=O)(=O)N2CCCC3(CCCCC3)C2)cc1	0.3	0.0	0.8	3	-4	-4	-1.2	-1.5	-6	1.4	-0.6
COc1ccc(CC(NC(=O)c2ccccc2)C(=O)NCC(=O)O)cc1 (stereo not given)	-0.5	-0.6	-0.4	1	3	-3	1.6	0.4	3	1.1	-0.8
Cc1ccc(NC(=O)Nc2nc3ccccc3s2)cc1NC(=O)Nc1nc2ccccc2s1	0.3	0.1	0.8	4	5	-4	0.4	0.0	1	3.1	-0.8
CC(=O)Nc1ccc(C(=O)Nc2ccc(S(=O)(=O)N3CCCC3)cc2)cc1	-0.2	-0.4	-0.3	-1	1	-3	-1.1	-0.8	-11	-1.8	-1.4
Cc1ccc([N+](=O)[O-])cc1N(CC(=O)N1CCCCC1)S(C)(=O)=O	0.0	1.1	-0.1	-1	0	-7	-2.9	-1.1	-1	1.7	-1.0
CCOc1ccc(OCCC(=O)OCC(=O)Nc2ccc3c(c2)OCO3)cc1	-1.6	-0.3	0.9	0	-4	0	1.0	-0.5	3	1.1	-0.4
CCOc1ccccc1/C=C/c1onc(C)c1S(=O)(=O)N1CCC(C(=O)N(CC)CC)CC1	-3.0	-0.3	-0.2	0	3	-4	-2.2	-2.5	-24	-1.4	-1.6
Cc1ccc(NC(=O)Cn2nc(C)c([N+](=O)[O-])c2C)cc1Cl	0.7	-0.1	0.5	-4	-4	1	0.2	-0.5	1	-0.2	-1.8
COc1ccc(Br)c(C=O)c1OS(=O)(=O)c1ccc(C)cc1	-1.7	-0.2	-0.2	-2	-9	-6	-4.0	-2.2	0	-0.3	-1.3
O=[N+]([O-])c1cnccc1Nc1ccc(F)cc1	-1.9	-0.3	0.9	-5	0	1	3.6	-0.2	13	-0.4	-1.1
CCOc1ccccc1-n1c(=S)sc2c(=O)n(-c3ccc(C)cc3)c(=S)[nH]c21	0.5	-0.4	-0.4	-4	5	2	2.1	-1.6	2	1.6	-1.3
O=C(Nc1ccccc1-c1ccccc1)c1ccc(NC(=O)c2ccco2)cc1	-0.1	-26	-0.8	-2	6	-1	-4.2	-2.4	-12	1.2	-2.0
CCOC(=O)C1C(=O)NC(N2CCN(Cc3ccccc3)CC2)=NC1c1ccccc1 (stereo not given)	0.0	0.1	-0.3	-1	4	-1	0.1	-1.5	2	-1.2	-1.0
CC(C(=O)N1CCN(c2ccc([N+](=O)[O-])cc2)CC1)N1C(=O)C2CC=CCC2C1=O (stereo not given)	-0.6	0.0	-0.6	-1	5	1	1.4	-1.0	-4	-1.5	-1.0
CCc1nnc(NC(=O)CSc2nnc(CNc3ccc(OC)cc3)n2CC)s1	-0.2	0.6	2.2	4	-2	3	1.4	1.7	1	-0.4	-1.3
C=CCn1c(SCC(=O)c2cc(C)n(CCOC)c2C)nc2sc(C)c(C)c2c1=O	-0.3	0.5	-0.5	1	-3	5	2.9	0.9	4	1.8	-1.0
Cc1ccccc1CNC(=O)C1CCC(=O)N(Cc2cccc(F)c2)C1 (stereo not given)	-0.1	-0.1	0.5	-2	-2	9	-2.9	0.1	7	-0.5	-1.0
Cn1c(CNC(=O)CCNC(=O)c2cccc(Br)c2)cc(=O)n(C)c1=O	-0.3	0.4	0.8	0	2	2	-0.5	-0.8	0	0.9	-0.8
CC1CCC2(CC1)NC(=O)N(CC(=O)N1CCc3ccccc3C1)C2=O (stereo not given)	-0.6	0.2	-0.6	-2	3	3	1.6	-1.0	1	3.7	-1.2
C/C(=C/c1ccccc1)C(=O)N1CCC(C)CC1	0.3	0.5	-0.2	4	6	-5	3.0	-1.7	7	0.1	-0.8
O=C(CC(Nc1cccc(Cl)c1Cl)C(=O)O)c1ccccc1 (stereo not given)	0.0	0.6	4.1	2	4	0	2.0	4.2	0	2.0	0.7
O=C(/C=C/c1ccccc1Cl)Nn1cnc2ccccc2c1=O	0.1	-0.8	0.3	-5	4	9	-3.2	-2.0	13	1.8	-1.3
O=C(Nc1ncc2c(n1)-c1ccccc1CC2)c1ccc(Cl)cc1	-0.5	1.4	0.3	3	1	0	0.5	-0.4	0	-1.9	-1.9
CCCCCCCCSc1nnc2[nH]c(=O)cc(N)n12	-0.3	-0.3	-0.3	1	-7	0	-2.9	0.5	2	-2.4	-1.2

# More structures.
SMILES	DAX1 inh-1	KLK7 zymogen act	DAX1 inh-2	SMARCA2 activ	NPR2 activator	GC-A act	hgDAF-12 ag	hcDAF12 agonist	HGIII-sPLA2 inh	GAA850 FXN act	ssDAF-12 act
CCSc1ccc2c(c1)N(CCCN1CCN(C)CC1)c1ccccc1S2	-0.6	-0.3	0.0	-3	-16	-27	0.1	-2.5	7	-2.1	-1.4
COc1cc(-c2nnc(NC(=O)c3ccc(S(=O)(=O)N4CCOCC4)cc3)o2)cc(OC)c1OC	-0.7	0.7	·	-4	-1	-5	0.3	-1.1	7	·	-0.1
CN(c1ccccc1)S(=O)(=O)c1ccc(NC(=O)c2ccc(F)cc2)cc1	-0.3	0.5	-0.1	-4	1	-5	0.6	-1.9	-15	1.8	-1.8
COc1ccc(NC(=O)Nc2ccc3c(c2)CCC3)c(OC)c1	0.0	-0.2	-0.6	0	-3	1	-2.6	-1.6	1	1.1	-1.7
CCn1c(SCC(=O)OCC(=O)N2c3ccccc3NC(=O)C2(C)C)nnc1-c1ccco1	1.5	-0.4	-0.4	3	1	-6	0.5	1.4	2	-3.5	-0.3
CCOc1ccc(NC(=O)Cn2nc(C(N)=O)c3ccccc3c2=O)cc1S(=O)(=O)N1CCCC1	-0.5	0.6	-1.2	6	-7	-1	2.3	-0.2	-2	-1.7	-0.9
COc1ccc(-c2oc3ccccc3c2C(=O)OCc2ccccc2OC)cc1	-0.3	-67	0.3	-1	-7	1	0.0	-1.8	-12	-0.1	-1.2
CNc1nc(N/N=C/c2cc3c(cc2[N+](=O)[O-])OCO3)nc(Nc2ccccc2)n1	-0.8	2.5	-1.8	0	3	4	-3.7	-4.3	5	-6.0	-2.1

# Source: PubChem BioAssay (several laboratories)
